# ROS inducer = ROS inducers in U2OS cancer cells, primary screen, cell-based, H2DCF-DA fluorescence | AID 624156, 2012 | U2OS ROS induction | ROS induction (% of piperlongumine), % at 10 µM | 46,000 tested, 2% active; in the data active = ROS induction above about 79%, passing the limit was not always enough;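 note: 0% = DMSO vehicle median and 100% = reference compound median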
# * hit, by the source's call. These rows are one share of the data (hit frequency here may not be typical).
mol	ROS inducer
Cc1ccccc1S(=O)(=O)N(C)C[C@H]1OCc2cn(nn2)CCCC(=O)N([C@@H](C)CO)C[C@@H]1C	-22.2
C[C@H](CO)N1C[C@H](C)[C@@H](CN(C)Cc2ccc(Cl)c(Cl)c2)Oc2ccc(NS(=O)(=O)c3cn(C)cn3)cc2C1=O	-5.9
COC(=O)CNC(=O)c1ccc(S(=O)(=O)N2CCOCC2)cc1	-1.2
COc1ccccc1CN1C(=O)c2ccccc2[C@](Cc2ccccc2I)(C(=O)NCCCN(C)C)[C@@H]1c1ccc(CO)cc1	16.5
C[C@@H]1CN([C@@H](C)CO)C(=O)CCCn2cc(nn2)CO[C@@H]1CN(C)C(=O)Nc1ccc(C(F)(F)F)cc1	-3.2
Cc1[nH]c(=O)[nH]c(=O)c1S(=O)(=O)N1CCCc2ccccc21	-1.5
C[C@@H]1CN([C@H](C)CO)C(=O)CCCn2nncc2CO[C@@H]1CN(C)C(=O)C1CCCCC1	7.4
C[C@H](CO)N1C[C@H](C)[C@H](CN(C)Cc2ccc3c(c2)OCO3)Oc2ccc(NS(=O)(=O)c3cn(C)cn3)cc2CC1=O	-15.4
CC(C)NC(=O)Nc1ccc2c(c1)CC(=O)N([C@@H](C)CO)C[C@H](C)[C@H](CN(C)Cc1ccc(C(=O)O)cc1)O2	5.2
COC(=O)c1c(-c2ccc(OC)c(OC)c2)csc1NC(=O)C1CC1c1ccccc1 (stereo unspecified)	14.9
Cc1noc(C)c1S(=O)(=O)Nc1ccc2c(c1)C(=O)N([C@@H](C)CO)C[C@H](C)[C@@H](CN(C)Cc1ccc(C(=O)Nc3ccccc3N)cc1)O2	10.0
COCCOC(=O)N1C(=O)[C@@]2(c3cc(C#CC4=CCCCC4)ccc31)[C@H](c1ccccc1OCCO)N1[C@H](c3ccccc3)[C@H](c3ccccc3)OC(=O)[C@H]1[C@@H]2C(N)=O	84.2*
C[C@@H]1CN([C@H](C)CO)C(=O)Cc2cc(NS(=O)(=O)c3ccccc3)ccc2O[C@@H]1CN(C)Cc1ccncc1	4.2
O=C(NCc1ccccn1)c1cnn2c(C(F)(F)F)cc(-c3cccs3)nc12	59.6
CCOC(=O)c1cnc2c(S(=O)(=O)C(C)C)csc2c1Sc1ccc(Cl)cc1	53.7
COc1ccc(C(=O)CSc2nc(C)cc(=O)[nH]2)cc1[N+](=O)[O-]	13.8
COc1ccccc1OC(C)C(=O)Nc1c(C)n(C)n(-c2ccccc2)c1=O (stereo unspecified)	-3.3
COc1ccc(CCCOC(Cn2ccnc2)c2ccc(OC)cc2)cc1 (stereo unspecified)	24.0
FC(F)(F)c1ccc(Oc2ccc(Oc3ccc(C(F)(F)F)cn3)cc2)nc1	-3.1
COc1ccc(S(=O)(=O)N(C)C[C@@H]2Oc3c(NC(=O)Nc4ccccc4)cccc3C(=O)N([C@H](C)CO)C[C@H]2C)cc1	-0.6

# Random excerpt: 2 entries already listed
mol	ROS inducer
COc1ccccc1CN1C(=O)c2ccccc2[C@](Cc2ccccc2I)(C(=O)NCCCN(C)C)[C@@H]1c1ccc(CO)cc1	16.5
COC(=O)CNC(=O)c1ccc(S(=O)(=O)N2CCOCC2)cc1	-1.2

# New compounds follow
mol	ROS inducer
O=c1oc2ccccc2cc1-c1csc(Cc2nc3c(s2)CCCC3)n1	-1.4
OC(Cn1cncn1)(Cn1cncn1)c1ccc(F)cc1F	-5.1
CN1CCC(N(C)Cc2ccc(-c3ccccc3[N+](=O)[O-])o2)CC1	2.0
COc1ccc(S(=O)(=O)NCc2ccccn2)cc1I	0.5
CC(=O)Nc1ncc2c(n1)CC(c1ccccc1)CC2=O (stereo unspecified)	43.1
COc1ccc(-n2cc(C(=O)NCCN3CCc4ccccc4C3)c3ccccc3c2=O)cc1	-7.2
C[C@@H]1CN([C@@H](C)CO)C(=O)c2cc(NC(=O)C3CC3)ccc2O[C@@H]1CN(C)CC1CC1	-7.3
CCn1c(SCC(=O)Nc2ccc(C)cc2Br)nnc1-c1ccc(Cl)cc1	0.6
Cc1sc2c(c1C)CN(C(C)(C)C)CN2C(=O)c1ccccc1	17.2
CCc1cc(=O)oc2c(C)c(OC)ccc12	-11.8
CCn1c(C(=O)O)c(CC(=O)NC2CCCCCC2)c2ccccc21	3.0
Nc1ccc2nc(SCc3ccccc3Cl)sc2c1	-10.1
C[C@H]1CN([C@@H](C)CO)C(=O)c2cc(NC(=O)CCN3CCOCC3)ccc2O[C@@H]1CN(C)S(=O)(=O)c1cccs1	17.4
CC(C)NC(=O)Nc1ccc2c(c1)C(=O)N([C@H](C)CO)C[C@H](C)[C@H](CN(C)Cc1ccc3c(c1)OCO3)OCCCC[C@@H](C)O2	37.6
CCOC(=O)c1nnn2c1nc(SCC(N)=O)c1ccccc12	16.9
C[C@H]1CN([C@@H](C)CO)C(=O)Cc2cc(NC(=O)Cn3cnnn3)ccc2O[C@H]1CN(C)S(=O)(=O)c1ccc(Cl)cc1	-7.9
Cc1cccc(-n2c(SCC(=O)Nc3ccccc3)nnc2-c2ccccc2)c1	5.2
COc1cc(C(=O)Nc2ccc(C(=O)NCC3CCCO3)cc2)cc(OC)c1OC (stereo unspecified)	37.9
CCC(C)NC(=O)c1nn2c(c1Cl)NC(c1ccc(OC)cc1)CC2C(F)(F)F (stereo unspecified)	4.6
COc1ccc(NC(=O)N(C)C[C@H]2Oc3ccc(NC(=O)NC(C)C)cc3C(=O)N([C@@H](C)CO)C[C@H]2C)cc1	-7.2

# Next part.
mol	ROS inducer
C[C@H]1CN([C@@H](C)CO)C(=O)c2cc(NC(=O)C3CCCCC3)ccc2O[C@@H]1CN(C)C(=O)Nc1cccc2ccccc12	4.9
COc1ccc(S(=O)(=O)N(C)C[C@@H]2Oc3c(NS(=O)(=O)c4ccc(F)cc4)cccc3C(=O)N([C@@H](C)CO)C[C@@H]2C)cc1	21.2
OC(CSc1nc2ccccc2s1)Cn1c2ccccc2c2ccccc21 (stereo unspecified)	-8.6
Cc1ccc(S(=O)(=O)N(C)C[C@@H]2Oc3ccc(NS(=O)(=O)c4ccccc4)cc3CC(=O)N([C@H](C)CO)C[C@@H]2C)cc1	129.7*
C[C@H](CO)N1C[C@H](C)[C@H](CN(C)Cc2ccc(C(=O)Nc3ccccc3N)cc2)Oc2ccc(NS(=O)(=O)c3cn(C)cn3)cc2CC1=O	16.1
C[C@H]1CN([C@@H](C)CO)C(=O)CCCn2nncc2CO[C@H]1CN(C)S(=O)(=O)c1ccc(Oc2ccccc2)cc1	24.0
CN(C)/C=C/C(=O)c1ccc2c(c1)CCO2	-21.0
Cc1ccnc(Nc2nc3ccccc3o2)n1	-6.5
Cc1ccc(NC(=O)CSc2nnc(-c3ccccc3)n2-c2ccccc2)c(Br)c1	-4.1
COc1ccc(N(CN2C(=O)c3ccccc3C2=O)C(=O)c2ccccc2)cc1	-0.2
COc1ccc2ccc(=O)oc2c1C(OC(C)=O)C(=O)C(C)C (stereo unspecified)	-3.5
Cc1ccn2cc(CCNC(=O)C3CCCCC3)nc2c1	-4.8
O=C(Nc1ccc(-c2nc3ccccc3o2)cc1)c1ccccc1Cl	7.5
C[C@H]1CN([C@@H](C)CO)C(=O)c2cccc(NC(=O)c3ccncc3)c2O[C@H]1CN(C)C(=O)NC1CCCCC1	-8.6
C[C@@H]1CN([C@H](C)CO)C(=O)Cc2cc(NC(=O)Nc3ccc(F)cc3)ccc2O[C@H]1CN(C)Cc1ccc(C(=O)Nc2ccccc2N)cc1	7.2
CN(C)C(=O)[C@]1(Cc2ccccc2)N=C(c2ccc(OCCCO)cc2)O[C@@H]1c1ccccc1	50.9
C[C@H]1CN([C@@H](C)CO)C(=O)Cc2cc(NS(=O)(=O)c3cn(C)cn3)ccc2O[C@@H]1CN(C)Cc1ccc(Cl)c(Cl)c1	-7.2
COc1cc(C(=O)Nc2ccc(OCC(=O)O)cc2)ccc1OC(C)=O	1.7
Cc1noc(C)c1NC(=O)N(C)C[C@H]1Oc2ccc(NS(=O)(=O)c3ccccc3)cc2C(=O)N([C@H](C)CO)C[C@@H]1C	-8.3
Cc1cc(C)c2oc(-c3cccc(NC(=O)COc4ccc(Br)cc4)c3C)nc2c1	-18.1

# Other structures:
mol	ROS inducer
COC(=O)C(C)Sc1nnc(-c2ccc(Br)cc2)o1 (stereo unspecified)	0.3
C=CCn1c(C(CC)CC(C)(C)O)n[nH]c1=S (stereo unspecified)	8.7
C=CCOC(=O)[C@H]1[C@@H]2C(=O)O[C@@H](c3ccccc3)[C@@H](c3ccccc3)N2[C@@H](c2ccc(OCCOC(=O)[C@@H]3C[C@@H]4C(=O)N[C@@H](Cc5ccccc5)C(=O)N4[C@@H]3c3cccc(OCCO)c3)cc2)[C@]12C(=O)Nc1ccccc12	12.9
COc1ccc(-c2nnc(SCC(=O)Nc3cc(Cl)c(Cl)cc3Cl)n2C)cc1	5.3
CN(CC(N)=O)S(=O)(=O)c1ccc2ccccc2c1	-0.8
CC(Oc1ccccc1)C(=O)NC1CCSC1=O (stereo unspecified)	-9.1
C[C@@H]1CN([C@@H](C)CO)C(=O)CCCn2cc(nn2)CO[C@@H]1CN(C)C(=O)CCC(F)(F)F	18.4
CC(C)NC(=O)N(C)C[C@H]1Oc2ccc(NS(=O)(=O)c3cn(C)cn3)cc2C(=O)N([C@@H](C)CO)C[C@@H]1C	-21.5
Cc1noc(C)c1NC(=O)Nc1cccc2c1O[C@H](CN(C)C(=O)Nc1cccc3ccccc13)[C@@H](C)CN([C@@H](C)CO)C2=O	4.3
C[C@H](CO)N1C[C@H](C)[C@@H](CN(C)S(=O)(=O)c2cn(C)cn2)Oc2ccc(NC(=O)c3ccncc3)cc2C1=O	-1.5
Cc1cc(-c2ccccc2)nc(SCC(=O)Nc2ccccc2C#N)n1	-4.3
COc1ccc(S(=O)(=O)Nc2cccc3c2O[C@H](CN(C)CC2CC2)[C@@H](C)CN([C@H](C)CO)C3=O)cc1	61.9
Cc1ccc(-c2csc(COC(=O)C(C)(C)C)n2)cc1	-13.2
O=C(COC(=O)c1ccc(N2C(=O)c3ccccc3C2=O)cc1)c1ccccc1	-15.1
COc1ccccc1NC(=O)/C=C\c1ccco1	36.1
O=C(NCC1CC1)c1ccccc1NS(=O)(=O)c1cccc2nonc12	-5.6
C=CCN(C(=O)CSc1nc2c(sc3ccccc32)c(=O)n1Cc1cccnc1)c1ccccc1	154.1*
COc1ccc(CN(C)C[C@H]2Oc3ccc(NS(=O)(=O)c4cccs4)cc3C(=O)N([C@H](C)CO)C[C@H]2C)cc1	3.0
COc1ccc(NC(=O)N(C)C[C@H]2OCCCC[C@@H](C)Oc3ccc(NC(=O)c4ccncc4)cc3C(=O)N([C@H](C)CO)C[C@@H]2C)cc1	0.0
C[C@@H]1CCCCO[C@H](CN(C)C(=O)Nc2cccc3ccccc23)[C@@H](C)CN([C@H](C)CO)C(=O)c2cc(NC(=O)Nc3ccc(F)cc3)ccc2O1	58.3

# By substructure, the compounds so far with a furan ring, fused or not.
mol	ROS inducer
CN1CCC(N(C)Cc2ccc(-c3ccccc3[N+](=O)[O-])o2)CC1	2.0
COc1ccccc1NC(=O)/C=C\c1ccco1	36.1

# Additional results:
mol	ROS inducer
CCc1ccccc1NC(=O)CSc1nc2sc3c(c2c(=O)n1-c1ccccc1)CCC3	9.9
COc1ccc(S(=O)(=O)Nc2ccc3c(c2)C(=O)N([C@H](C)CO)C[C@H](C)[C@H](CN(C)S(=O)(=O)c2ccc(C)cc2)OCCCC[C@@H](C)O3)cc1	68.5
C[C@@H]1CCCCO[C@@H](CN(C)C(=O)Nc2ccc(F)cc2)[C@@H](C)CN([C@H](C)CO)C(=O)c2cc(NC(=O)Nc3ccc(C(F)(F)F)cc3)ccc2O1	29.7
O=c1c2c3c(sc2ncn1/N=C/c1cc(Br)ccc1O)CCCC3	3.7
Cc1cc(Br)c(S(=O)(=O)NCc2ccccn2)cc1C	-8.2
O=C(/C=C/c1ccccc1)Nc1ncnc2sc3c(c12)CCC3	26.3
CCOC(=O)c1c(CN(CC)CC)oc2ccc(OC)cc12	36.6
Cc1noc(C)c1S(=O)(=O)N(C)C[C@H]1Oc2ccc(NC(=O)C3CC3)cc2CC(=O)N([C@@H](C)CO)C[C@H]1C	6.7
COc1ccc(NC(=O)C(C(=O)Nc2ccc(OC)cc2)C23CC4CC(CC(C4)C2)C3)cc1	34.9
C[C@@H]1CN([C@H](C)CO)C(=O)Cc2cc(N(C)C)ccc2O[C@@H]1CN(C)S(=O)(=O)c1ccc(F)cc1	-1.3
COc1ccc(S(=O)(=O)Nc2ccc3c(c2)CC(=O)N([C@@H](C)CO)C[C@H](C)[C@@H](CN(C)CC2CCCCC2)O3)cc1	4.2
CCc1ccc(OCC(=O)Nc2cc(OC)ccc2OC)c(Br)c1	19.4
Cc1noc(C)c1NC(=O)Nc1ccc2c(c1)C(=O)N([C@@H](C)CO)C[C@@H](C)[C@@H](CN(C)CC1CCCCC1)O2	6.6
O=C(CSc1nnc(CN2CCOCC2)n1-c1ccccc1)N1CCc2ccccc21	-6.8
Cc1noc(C)c1S(=O)(=O)Nc1cccc2c1O[C@H](CN(C)CC1CC1)[C@H](C)CN([C@H](C)CO)C2=O	2.7
C[C@@H]1CN([C@H](C)CO)C(=O)c2cccc(NC(=O)NC3CCCCC3)c2O[C@@H]1CN(C)Cc1ccncc1	-2.2
COc1ccccc1NC(=O)c1c(NC(=O)Cc2ccc([N+](=O)[O-])cc2)sc(C)c1C	7.6
COC(=O)c1c(NC(=O)Cn2ccc([N+](=O)[O-])n2)sc2c1CCCC2	6.5
CNC(=S)N(Cc1ccccc1)Cc1ccccc1	-8.6

# Sorted by formula weight (smallest number first): 3 of the compounds above
mol	ROS inducer
CNC(=S)N(Cc1ccccc1)Cc1ccccc1	-8.6
Cc1sc2c(c1C)CN(C(C)(C)C)CN2C(=O)c1ccccc1	17.2
O=C(Nc1ccc(-c2nc3ccccc3o2)cc1)c1ccccc1Cl	7.5

# Screening results from PubChem BioAssay.
